Source: PubChem (several laboratories)
MK inhibit = inhibitors of Streptococcus pneumoniae mevalonate kinase; purified MK, PK/LDH-coupled NADH absorbance 340 nm; inhibition, % at 10 µM; actives 0.48% (n = 65,000); AID 555;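 active = ranked among the strongest by inhibition in the single 10 µM screen, a fixed top-ranked set picked for dose follow-up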; also: no value below 0 was filed
DPM-DC inhibit = blocks S. pneumoniae diphosphomevalonate decarboxylase. purified DPM-DC, PK/LDH coupled NADH fluorescence. calls only at 10 µM. actives 0.49% (n = 65,000);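 active = the 320 compounds with the highest percent inhibition in the single-dose primary screen, excluding strongly autofluorescent ones, cut at about 32% in these data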;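 also: kinetic rate of NADH fluorescence loss reporting ADP formed by the decarboxylase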
HT1080 cytotoxicity = HT1080 cell viability loss – fluorescence readout (AID 620) | HT1080 viability, fluorescence; higher % means a stronger effect | one-dose cytotoxicity, % at 10 µM; EC50 in µM for titrated hits | actives 0.42% (n = 87,000);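 also: cells exposed to compound overnight then 4 h with Alamar Blue; 0% = vehicle DMSO and 100% = killing control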
HPDE-C7 cytotoxicity = HPDE-C7 pancreatic duct cell viability loss – fluorescence, HTS (AID 430). HPDE-C7 pancreatic duct cells viability, fluorescence; higher % means a stronger effect. cytotoxicity, % at 10 µM, or EC50 in µM where a hit was titrated. actives 1.8% (n = 63,000);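 also: cells exposed to compound for 48 hours before viability readout; 0% = vehicle and 100% = reference cytotoxic drug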
TNAP inhibition = human TNAP enzyme inhibitors, biochemical, luminescent (AID 518). purified TNAP enzyme, luminescent substrate readout; higher % means a stronger effect. inhibition, % at 20 µM; hits with a dose series show IC50 in µM. actives 0.09% (n = 64,000); in the data active = a potency from the dose series; inactive = the rest, 99 in 100 with inhibition below about 22%;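 also: plate controls were vehicle for no effect and reference inhibitor for full effect; many of its hits are not listed in these tables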
LYP inhibition = LYP phosphatase inhibitors, primary screen, biochemical, DiFMUP fluorescence, recombinant catalytic domain, 10 µM (AID 606); recombinant LYP catalytic domain, DiFMUP fluorescence; higher % means a stronger effect; one-dose inhibition, % at 10 µM; IC50 in µM for titrated hits; 52,000 tested, under 10 active;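 active = IC50 under 40 µM in the dose-response test; inactive = IC50 of 40 µM or more, or never dose-tested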
Bfl-1 inhibitors = displacement of Bid BH3 peptide from Bfl-1 – biochemical, fluorescence polarization, FITC-Bid, mouse, primary screen (AID 432); FITC-Bid BH3 peptide fluorescence polarization displacement; higher % means a stronger effect; one-dose displacement, % at 20 µM; IC50 in µM for titrated hits; actives 0.02% (n = 64,000); in the data active = a potency from the dose series; inactive = the rest, 99 in 100 with displacement below about 15%; also: strong numbers were not always called active
PMK inhibit = blocks S. pneumoniae phosphomevalonate kinase; purified PMK, PK/LDH-coupled NADH absorbance 340 nm; inhibition, % at 10 µM; actives 0.49% (n = 65,000); AID 539;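 active = top-ranked compounds by inhibition in the single 10 µM screen, taking a fixed number of the strongest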;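 also: 0% = full reaction with DMSO carrier and 100% = background rate without enzyme reaction; no value below 0 was filed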
HPDE-C7K KRASV12 = viability loss of HPDE-C7K cells – cell-based, fluorescence, HTS, primary screen (AID 431); HPDE-C7K KRASV12 cells, Alamar Blue viability, 48 h; higher % means a stronger effect; cytotoxicity, % at 10 µM; hits with a dose series show EC50 in µM; actives 1.7% (n = 63,000);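 active = compounds whose percent cytotoxicity in the single-dose primary screen, scaled between solvent and toxic-drug controls, exceeds 50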;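 also: 0% = DMSO solvent wells and 100% = doxorubicin-treated wells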
PMK inhibit pilot replicates = also measured in PMK inhibit; calls as there; inhibition, %; measured here: pilot screen replicates
MK inhibit pilot replicates = recorded beside MK inhibit, whose call it bears; inhibition, %; measured here: pilot screen replicates
DPM-DC inhibit pilot screen % = recorded beside DPM-DC inhibit, whose call it bears; inhibition, %; measured here: pilot screen trials
Starred values were filed as active, the others as inactive; i = inactive; . = no result given. Rule as the data show it, unless noted: active = cytotoxicity above about 50%; inactive = the rest.

SMILES	MK inhibit	DPM-DC inhibit	HT1080 cytotoxicity	HPDE-C7 cytotoxicity	TNAP inhibition	LYP inhibition	Bfl-1 inhibitors	PMK inhibit	HPDE-C7K KRASV12	others
O=C(CSCc1ccc(Br)cc1)N1CCOCC1	6	i	8%	-18%	8%	7%	-4%	1	-9%
CCOC(=O)c1cc2c(=O)n3cccc(C)c3nc2n(CC2CCCO2)c1=NC(C)=O (configuration not stated)	0	.	6%	5%	6%	3%	-10%	9	16%	PMK inhibit pilot replicates=5.0;MK inhibit pilot replicates=8.0
Cn1cnnc1SCC(=O)c1c[nH]c2ccccc12	12	i	-2%	5%	6%	.	-3%	13	10%
O=C(COC(=O)c1cccc(NC(=O)c2ccco2)c1)c1ccc(Br)cc1	0	i	-8%	9%	4%	-2%	-4%	0	22%
COc1ccc(CN2CCCCC2C)c(C)c1C (configuration not stated)	6	i	-2%	-5%	6%	.	-5%	8	10%
CCOCCCN(C(=O)c1ccco1)C(C(=O)NC1CCCC1)c1cccc(OC)c1OC (configuration not stated)	5	i	6%	-1%	2%	6%	6%	13	-9%
CCOC(=O)N1CCN(c2c(N3CCc4ccccc43)c(=O)c2=O)CC1	11	i	-6%	-12%	0%	4%	-3%	21	-18%
COc1cc2c(=O)n(Cc3ccccc3)c(=O)n(CC(=O)NCc3ccco3)c2cc1OC	0	i	1%	3%	10%	7%	-60%	12	5%	PMK inhibit pilot replicates=2.5;MK inhibit pilot replicates=0.5;DPM-DC inhibit pilot screen %=16
Cc1onc(-c2c(F)cccc2Cl)c1C(=O)NCCCN1CCOCC1	5	i	12%	7%	3%	-1%	2%	0	5%
CCOC(=O)CC(=O)CSc1ncnc2c1oc1ccccc12	8	i	8%	0%	10%	-23%	2%	12	4%
CC(C)c1cc(C(=O)Nc2sc3c(c2C#N)CCC3)no1	6	i	4%	18%	10%	4%	12%	5	0%
CN1CCN(c2nc(-c3ccccc3)c3cc(Cl)ccc3n2)CC1	14	i	-19%	4%	12%	3%	-4%	1	30%
O=C1CC(Nc2ccc(N3CCOCC3)cc2)C(=O)N1Cc1ccccc1 (configuration not stated)	8	i	0%	.	.	.	.	5	.
COCCn1c(SCC(=O)Nc2cc(Cl)ccc2OC)nc2c(c1=O)SC(C)C2 (configuration not stated)	7	i	11%	-5%	12%	8%	3%	3	7%
CC12CN3CCN(CC(C3)C1(O)CN1CCOCC1)C2 (configuration not stated)	10	i	1%	-12%	12%	7%	-1%	3	-21%
Cc1ccc2oc(=O)c3cc(C(=O)NCCN4CCN(C)CC4)sc3c2c1	9	.	1%	-2%	11%	-4%	2%	9	0%
CCn1ncc(Br)c1C(=O)Nc1ccc(Cl)cn1	0	i	-7%	-7%	6%	-1%	-6%	0	-13%
CC(C)c1nnc(NC(=O)CCCC(=O)O)s1	0	i	-2%	-11%	5%	.	-4%	10	-9%
CC(NC(=O)c1cc(-c2ccccc2)on1)c1ccccc1 (configuration not stated)	6	i	0%	-19%	4%	20%	-8%	0	-12%
CC1CCN(c2nc(-c3ccc(F)cc3)cc(C(F)(F)F)n2)CC1	5	i	-19%	-24%	13%	7%	-4%	0	-19%
CCN1C(=O)c2cccc3c(NS(=O)(=O)c4ccc(NC(C)=O)cc4)ccc1c23	6	i	8%	32%	22%	2%	1%	10	32%
Cc1ccc(N(C(=O)c2cccs2)C2C=CS(=O)(=O)C2)cc1 (configuration not stated)	2	i	-4%	-10%	11%	-7%	-4%	12	8%
COc1ccc(N(CC(=O)Nc2cc(Cl)ccc2OC)S(=O)(=O)c2c(C)noc2C)cc1	5	i	54%*	73%*	6%	0%	-2%	18	77%*
CCOC(=O)Nc1ccc(S(=O)(=O)Nc2nccc(C)n2)cc1	7	i	-2%	-3%	2%	6%	-4%	0	3%
N#Cc1cc2c(nc1SCC(=O)Nc1sc3c(c1C#N)CCC3)CCCCC2	9	i	16%	23%	7%	2%	-8%	6	23%	PMK inhibit pilot replicates=4.0;MK inhibit pilot replicates=0.0;DPM-DC inhibit pilot screen %=10

Other compounds
SMILES	MK inhibit	DPM-DC inhibit	HT1080 cytotoxicity	HPDE-C7 cytotoxicity	TNAP inhibition	LYP inhibition	Bfl-1 inhibitors	PMK inhibit	HPDE-C7K KRASV12	others
Cc1occc1C(=O)Nc1cc(=O)n(C)c(=O)n1C	0	i	-1%	-5%	8%	-5%	-4%	5	-12%
COc1ccc(N(C)C(=O)CC2(CC(=O)O)CCCCC2)cc1	0	i	4%	-11%	12%	18%	-1%	2	8%
COc1ccc(S(=O)(=O)N(C)CC(=O)N2CCN(C)CC2)cc1C	9	i	-1%	9%	5%	-3%	-4%	0	4%
O=C(O)CN1CCN(Cc2ccccc2Cl)C1=O	0	i	2%	-3%	1%	.	-3%	19	7%
COC(=O)CSc1ncnc2c1cnn2Cc1ccccc1	7	i	2%	0%	13%	-16%	-2%	1	-5%
COCCn1c(=O)[nH]c2cc(C(=O)NCCN3CCN(c4ccccc4F)CC3)ccc2c1=O	8	i	4%	-8%	2%	-3%	-24%	2	-19%
COc1cccc(C(=O)N(Cc2ccc(N(C)C)cc2)C2CCS(=O)(=O)C2)c1 (configuration not stated)	0	i	9%	-8%	4%	9%	-6%	9	6%
CCc1ccc(C2CC(c3ccc(C)cc3)Nc3nc(N)nn32)cc1 (configuration not stated)	15	i	2%	-1%	8%	2%	1%	10	-1%
CCOC(=O)c1c(C)c(C(=O)NCCN2CCOCC2)c(C)n1CC	2	i	0%	-8%	7%	-3%	3%	0	-13%
CCOC(=O)N1CCN(Cc2cc(=O)oc3cc4c(cc23)CCC4)CC1	9	i	4%	0%	5%	4%	-5%	11	2%
COc1ccc(NC(=O)c2cccc(NC(=O)c3ccco3)c2)c(OC)c1	0	i	-9%	2%	6%	.	-6%	0	2%
O=C(C1CCN(S(=O)(=O)N2CCOCC2)CC1)N1CCN(Cc2ccccc2)CC1	1	i	28%	-6%	5%	.	0%	17	2%
COc1ccc(OC)c(-c2cc(C(=O)N3CCN(c4ncccn4)CC3)c3ccccc3n2)c1	4	i	8%	31%	10%	10%	1%	11	27%
COc1cc(C2c3c(oc4ccc(Cl)cc4c3=O)C(=O)N2Cc2ccco2)cc(OC)c1OC (configuration not stated)	0	i	9%	5%	5%	.	-2%	5	-6%
O=C(CSC1=NCCS1)Nc1ccc(S(=O)(=O)N2CCCCCC2)cc1	14	i	21%	20%	11%	13%	-7%	15	30%
Cn1cccc1-c1nc2ccc(NC(=O)c3ccccc3)cc2[nH]1	14	i	7%	12%	6%	-16%	-3%	6	27%
Cc1sc2c(c1C)C(=O)NC(c1cccc(O)c1)N2 (configuration not stated)	7	i	-2%	-8%	5%	-4%	-10%	8	-10%
Cc1ccc(N=Cc2c(O)n(C)c(=O)n(C)c2=O)nc1	7	i	3%	-28%	6%	30%	-5%	0	-5%
Cc1ccc(Cl)cc1NC(=O)Cn1cc2c(n1)CCCC2	0	i	-4%	-7%	8%	1%	-1%	0	-2%
Cc1ccc(Cl)cc1-n1c(=O)cc(N2CCN(C(=O)c3ccco3)CC2)[nH]c1=O	6	i	-1%	.	.	8%	.	11	.
Cc1cccc(OCc2nc(C)cc(=O)[nH]2)c1	3	i	8%	5%	11%	23%	-13%	0	1%
COc1cccc(C2C3=C(CCCC3=O)Nc3nc4ccccc4n32)c1OC (configuration not stated)	7	.	-5%	-21%	2%	.	-2%	9	-12%
CNC(=O)C1=NCCCc2cc(OC)c(OC)cc21	9	i	0%	-3%	8%	17%	4%	4	-2%
CN1C(=S)SC(/[N+]([O-])=C/c2cccnc2)C1(C)C (configuration not stated)	5	i	16%	-20%	10%	7%	-6%	7	-33%
COCCn1c(COC)nc2ccccc21	2	i	-3%	9%	5%	10%	0%	1	-7%
COC(=O)c1ccc(NC(=O)CN2CCN(c3ccc(Cl)cc3)CC2)cc1	4	i	9%	-12%	9%	1%	-3%	7	-6%	PMK inhibit pilot replicates=1.0;MK inhibit pilot replicates=0.0;DPM-DC inhibit pilot screen %=0.0
CCn1c(COc2ccc(Cl)cc2)nnc1SCC(=O)Nc1ccc2c(c1)OCO2	0	i	4%	16%	10%	-6%	-2%	8	21%
CCOC(=O)c1ccccc1NC(=O)CN(c1cccc(OC)c1)S(C)(=O)=O	11	i	2%	-36%	12%	-7%	-5%	5	-28%
Cc1nn(-c2ccc(F)cc2)c(C)c1NS(=O)(=O)c1ccc(Cl)cc1	0	i	-6%	-11%	9%	-5%	1%	12	-5%	PMK inhibit pilot replicates=5.5;MK inhibit pilot replicates=1.0;DPM-DC inhibit pilot screen %=1.0
CCc1ccc(OCC(=O)N(C)C)c(Br)c1	9	i	5%	-11%	3%	5%	-3%	8	7%

Ordered by SMILES length (largest number first): some entries from above
SMILES	MK inhibit	DPM-DC inhibit	HT1080 cytotoxicity	HPDE-C7 cytotoxicity	TNAP inhibition	LYP inhibition	Bfl-1 inhibitors	PMK inhibit	HPDE-C7K KRASV12	others
CCOCCCN(C(=O)c1ccco1)C(C(=O)NC1CCCC1)c1cccc(OC)c1OC (configuration not stated)	5	i	6%	-1%	2%	6%	6%	13	-9%
COc1ccc(S(=O)(=O)N(C)CC(=O)N2CCN(C)CC2)cc1C	9	i	-1%	9%	5%	-3%	-4%	0	4%
CN1CCN(c2nc(-c3ccccc3)c3cc(Cl)ccc3n2)CC1	14	i	-19%	4%	12%	3%	-4%	1	30%
Cc1sc2c(c1C)C(=O)NC(c1cccc(O)c1)N2 (configuration not stated)	7	i	-2%	-8%	5%	-4%	-10%	8	-10%
CNC(=O)C1=NCCCc2cc(OC)c(OC)cc21	9	i	0%	-3%	8%	17%	4%	4	-2%

Among those listed so far, 5 contain two or more sulfur atoms:
SMILES	MK inhibit	DPM-DC inhibit	HT1080 cytotoxicity	HPDE-C7 cytotoxicity	TNAP inhibition	LYP inhibition	Bfl-1 inhibitors	PMK inhibit	HPDE-C7K KRASV12	others
COCCn1c(SCC(=O)Nc2cc(Cl)ccc2OC)nc2c(c1=O)SC(C)C2 (configuration not stated)	7	i	11%	-5%	12%	8%	3%	3	7%
Cc1ccc(N(C(=O)c2cccs2)C2C=CS(=O)(=O)C2)cc1 (configuration not stated)	2	i	-4%	-10%	11%	-7%	-4%	12	8%
N#Cc1cc2c(nc1SCC(=O)Nc1sc3c(c1C#N)CCC3)CCCCC2	9	i	16%	23%	7%	2%	-8%	6	23%	PMK inhibit pilot replicates=4.0;MK inhibit pilot replicates=0.0;DPM-DC inhibit pilot screen %=10
O=C(CSC1=NCCS1)Nc1ccc(S(=O)(=O)N2CCCCCC2)cc1	14	i	21%	20%	11%	13%	-7%	15	30%
CN1C(=S)SC(/[N+]([O-])=C/c2cccnc2)C1(C)C (configuration not stated)	5	i	16%	-20%	10%	7%	-6%	7	-33%

Outcome played no part in choosing rows. About 3.5% of those tested had a hit in this group.
